D2 potentiator: D2 dopamine receptor (human) potentiation; AID 485347; P14416; potentiation, % at 10 µM; actives 0.34% (n = 340,000); HEK293 T-REx D2, calcium flux, EC20 dopamine potentiation;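 active means potentiation over 3 SD above the plate norm, cut at about 30% in these data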; further: 0% is about no effect
Target sequence (P14416 whole entry, looked up): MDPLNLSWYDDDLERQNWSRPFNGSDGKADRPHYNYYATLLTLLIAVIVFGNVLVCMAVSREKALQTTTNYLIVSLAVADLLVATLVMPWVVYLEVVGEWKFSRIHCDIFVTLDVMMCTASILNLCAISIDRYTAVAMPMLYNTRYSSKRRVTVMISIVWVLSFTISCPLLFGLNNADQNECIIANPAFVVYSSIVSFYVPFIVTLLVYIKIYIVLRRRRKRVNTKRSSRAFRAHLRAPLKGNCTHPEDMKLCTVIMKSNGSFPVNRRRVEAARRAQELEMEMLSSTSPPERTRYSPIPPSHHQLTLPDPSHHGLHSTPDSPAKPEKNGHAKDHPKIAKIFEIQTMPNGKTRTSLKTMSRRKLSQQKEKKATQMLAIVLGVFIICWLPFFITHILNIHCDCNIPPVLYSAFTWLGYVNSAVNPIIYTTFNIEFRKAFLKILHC
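Primary screen. Calcium kinetics in induced HEK293 T-REx D2 cells: compound pre-addition 180 s, EC20 dopamine, 180 s more.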
D1 antag: human D1 dopamine receptor antagonism | P21728 | HEK293 TREx D1 cells, calcium flux, dopamine EC80; stronger effect = lower value | activity change, negative = inhibition, % at 10 µM | actives 3.2% (n = 360,000); in the data active means activity change below about -30%; further: on the % scale 0 is the no-effect control and ±100 the full control effect
Target sequence (P21728 whole entry, looked up): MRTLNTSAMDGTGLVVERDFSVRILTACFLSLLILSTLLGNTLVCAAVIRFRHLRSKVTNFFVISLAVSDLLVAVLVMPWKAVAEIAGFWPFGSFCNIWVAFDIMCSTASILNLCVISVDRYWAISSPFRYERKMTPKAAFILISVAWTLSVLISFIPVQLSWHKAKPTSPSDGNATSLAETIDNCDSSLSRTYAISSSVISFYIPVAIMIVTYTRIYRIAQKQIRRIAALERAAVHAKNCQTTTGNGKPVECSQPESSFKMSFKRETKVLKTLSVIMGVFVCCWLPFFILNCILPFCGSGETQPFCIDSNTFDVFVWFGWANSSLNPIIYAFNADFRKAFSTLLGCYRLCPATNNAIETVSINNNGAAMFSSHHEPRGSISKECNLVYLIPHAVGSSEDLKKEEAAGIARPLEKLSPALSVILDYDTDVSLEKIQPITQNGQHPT
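Using tetracycline-induced force-coupled D1 Hek293 cells and a calcium dye, signals were followed for 180 s after compound, then for 180 s after EC80 dopamine, to detect inhibitors.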
RXFP1 antag: blocks the human relaxin receptor RXFP1; Q9HBX9; HEK293-RXFP1, relaxin-stimulated cAMP HTRF, 30 min; stronger effect = lower value; activity change, negative = inhibition, % at 57.5 µM; actives 0.59% (n = 350,000); AID 1259400;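 active means activity change of -60% or lower, but not beyond a set lower limit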; further: on the % scale 0 is the no-effect control and ±100 the full control effect
RXFP1 ag: agonists of human relaxin receptor RXFP1; HEK293T-RXFP1 cAMP TR-FRET, 30 min; response scale: percent of porcine relaxin response, buffer zero; actives 0.3% (n = 370,000); Q9HBX9; Potency, µM (highest dose often 57.5 µM), inactives show at the highest dose activation, most hits filed as activators; further: potency means the concentration at half of the fitted maximal effect; on the % scale 0 is the no-effect control and ±100 the full control effect; nearly all actives have a fitted effect of over 60% in size; many of its hits are not listed in these tables
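HEK293 cells stably expressing RXFP1, treated 30 min at 37C with compounds plus PDE4 inhibitor Ro 20174; cAMP measured by HTRF TR-FRET. Normalized to buffer and 29 nM porcine relaxin; EC50 by Hill fit.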
Vif-APOBEC3G blk: blocks the Vif interaction with human APOBEC3G; Q9HC16; HeLa A3G-eYFP + Vif (tagged APOBEC3G with the HIV-1 protein that degrades it), YFP fluorescence, overnight; Potency, µM (doses to about 46.1 µM), inactives show top-dose activity, negative = active, hits mostly inhibitors; actives 0.076% (n = 410,000); AID 602310;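 further: potency means the concentration at half of the fitted maximal effect; on the % scale 0 is the no-effect control and ±100 the full control effect; nearly all actives have a fitted effect of over 60% in size; hits raise eYFP signal because A3G escapes Vif-driven loss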
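HeLa cells stably expressing Vif and C-terminally eYFP-tagged A3G, seeded overnight at 37 deg C, then exposed to compound by pintool overnight at 37 deg C. Rise in yellow fluorescence (Ex 488/Em 500-530, Acumen) marks blocked Vif-driven A3G degradation.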
Vif-APOBEC3F blk: Vif-A3F binding inhibition; actives 0.2% (n = 390,000); HeLa A3F-eYFP + Vif (tagged APOBEC3F with the HIV-1 protein that degrades it), YFP fluorescence increase; Potency, µM (top dose mostly 46.1 µM), inactives show top-dose activity, negative = active; further: potency means the concentration at half of the fitted maximal effect; % of control where 0% means no effect; nearly all actives have a fitted effect of over 65% in size
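Fluorescence increase (Ex 488/Em 500-530) after overnight compound treatment at 37 deg C flags inhibition of Vif-driven A3F-eYFP loss in stable HeLa A3F-eYFP/Vif cells seeded overnight beforehand.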
D1 ag: activates the human D1 dopamine receptor; HEK293 T-REx D1 cells, calcium flux, agonist mode; activation, % at 2 µM; actives 1% (n = 360,000); in the data active means activation above about 30%; further: 0% is about no effect
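Tetracycline-induced HEK293 TREx D1 cells, force-coupled to calcium signalling, were dye-loaded with a no-wash calcium kit. Compound was pin-added after a 10 s baseline. Fluorescence was read kinetically at 1 cycle/s for 180 s, with calcium rises flagged as agonism.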
Glioma ERSR ind: ER stress response induction in glioma; U87-MG GRP78 promoter luciferase reporter, 16 h; Potency, µM, for inactives: top-dose activation, usual class: activators; actives 0.02% (n = 420,000); further: potency means the concentration at half of the fitted maximal effect; series mostly up to about 76 µM; % of control where 0% means no effect; nearly all actives have a fitted effect of over 35% in size
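Stably transfected U87-MG human glioma cells carrying a GRP78-based luminescent sensor were seeded at 1000 cells/well, pin-dosed with compounds and incubated 16 h. Luciferase reagent was then added, and end-point luminescence was read after 10 min at room temperature.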
D1 potentiator: potentiators of human D1 dopamine receptor | HEK293 TREx D1 cells, calcium flux, dopamine EC20 potentiation | P21728 | AID 504651 | actives 0.036% (n = 360,000) | potentiation, % at 10 µM; in the data active means potentiation above about 30%; further: 0% is about no effect
Active calls of the source: *. Unless noted, the call rests on the fitted dose curve; in most records, active means well fitted curve in the direction sought with a large enough effect; inconclusive means small, poorly fitted or top-dose-only effect, or another doubt; inactive means no such curve, though single readings can be large; an effect the other way counts as inactive or inconclusive. Some of the compounds tested; rates above refer to the full screens.

A first look (2 entries):
Results for CCCC1(C(=O)OCC)NC(c2ccc(OC)cc2OC)C2C(=O)N(c3ccccc3)C(=O)C21 (configuration not stated) ?
D1 antag: 6; RXFP1 antag: -6; RXFP1 ag: -0.7%; Vif-APOBEC3G blk: -5%; Vif-APOBEC3F blk: 2%; D1 ag: -1; Glioma ERSR ind: -2%; D1 potentiator: 0

What do the screens show for `CNC(=O)c1ccc(-n2nc(C)cc2-c2ccccc2)cc1`?
RXFP1 antag: -8; RXFP1 ag: 0.9%; Vif-APOBEC3G blk: 0%; Vif-APOBEC3F blk: 2%; Glioma ERSR ind: -3%

The whole of this part (from the top)
Results for CCCC1(C(=O)OCC)NC(c2ccc(OC)cc2OC)C2C(=O)N(c3ccccc3)C(=O)C21 (configuration not stated) ?
D1 antag: 6; RXFP1 antag: -6; RXFP1 ag: -0.7%; Vif-APOBEC3G blk: -5%; Vif-APOBEC3F blk: 2%; D1 ag: -1; Glioma ERSR ind: -2%; D1 potentiator: 0

What do the screens show for `CNC(=O)c1ccc(-n2nc(C)cc2-c2ccccc2)cc1`?
RXFP1 antag: -8; RXFP1 ag: 0.9%; Vif-APOBEC3G blk: 0%; Vif-APOBEC3F blk: 2%; Glioma ERSR ind: -3%

What do the screens show for `O=C(CCN1C(=O)/C(=C/c2ccccc2F)SC1=S)N[C@@H](CO)Cc1ccccc1`?
D2 potentiator: 13; D1 antag: 3; RXFP1 antag: 3; RXFP1 ag: -0.1%; Vif-APOBEC3G blk: 1%; Vif-APOBEC3F blk: 11%; D1 ag: 1; Glioma ERSR ind: -10%; D1 potentiator: 6

How did CCOc1ccc2nc(NC(=O)C(NS(=O)(=O)c3cccs3)C(C)C)sc2c1 (configuration not stated) do in these assays?
D2 potentiator: -1; D1 antag: 2; RXFP1 antag: 0; RXFP1 ag: 0.2%; Vif-APOBEC3G blk: -2%; Vif-APOBEC3F blk: -3%; D1 ag: -2; Glioma ERSR ind: -4%; D1 potentiator: -3

How did CCCCOc1ccc(C(=O)NNC(=O)C2C3CCC(C3)C2C(=O)O)cc1 (configuration not stated) do in these assays?
D2 potentiator: 4; D1 antag: 3; RXFP1 antag: -3; RXFP1 ag: 2.9%; Vif-APOBEC3G blk: 2%; Vif-APOBEC3F blk: -6%; D1 ag: 1; Glioma ERSR ind: 19%; D1 potentiator: 4

How did O=C(c1ccc2c(c1)OCO2)C1CCCN(C(=O)c2cnn(Cc3ccccc3)c2)C1 (configuration not stated) do in these assays?
D2 potentiator: -4; D1 antag: -5; RXFP1 antag: 3; RXFP1 ag: 3.8%; Vif-APOBEC3G blk: -9%; Vif-APOBEC3F blk: 17%; D1 ag: 1; Glioma ERSR ind: 9%; D1 potentiator: -6

How did CC1CCN(CCCNS(=O)(=O)c2cc(Br)cc3c2N(C(=O)C2CC2)CC3)CC1 do in these assays?
D2 potentiator: 0; D1 antag: -12; RXFP1 antag: -2; RXFP1 ag: -1.3%; Vif-APOBEC3G blk: -2%; Vif-APOBEC3F blk: -6%; D1 ag: 1; Glioma ERSR ind: 3%; D1 potentiator: -8

How did CN(C)CCN(Cc1cc2cc3c(cc2[nH]c1=O)OCO3)C(=S)NCc1ccco1 do in these assays?
D2 potentiator: -11; D1 antag: 2; RXFP1 antag: -14; RXFP1 ag: 16%; Vif-APOBEC3G blk: 1%; Vif-APOBEC3F blk: 4%; D1 ag: 0; Glioma ERSR ind: -2%; D1 potentiator: -5

How did COc1ccc(NC(=O)c2nnn(Cc3nc(-c4cc(OC)c(OC)c(OC)c4)oc3C)c2C)cc1 do in these assays?
D2 potentiator: -2; D1 antag: 4; RXFP1 ag: 2.8%; Vif-APOBEC3G blk: 3%; Vif-APOBEC3F blk: -5%; D1 ag: -2; Glioma ERSR ind: -1%; D1 potentiator: 4

How did CC(Cc1cccs1)N(Cc1ccc(Cl)cc1)C(=O)c1ccncc1 (configuration not stated) do in these assays?
D2 potentiator: 11; D1 antag: -1; RXFP1 antag: 3; RXFP1 ag: 2.1%; Vif-APOBEC3G blk: 0%; Vif-APOBEC3F blk: -11%; D1 ag: 1; Glioma ERSR ind: -1%; D1 potentiator: -5

What do the screens show for `COC(=O)c1cc2c(s1)-c1ccccc1OC2`?
D2 potentiator: 11; D1 antag: -11; RXFP1 antag: 2; RXFP1 ag: 9.3%; Vif-APOBEC3G blk: 1%; Vif-APOBEC3F blk: 0%; D1 ag: 3; Glioma ERSR ind: 4%; D1 potentiator: -4

Results for COc1ccc(/C=C/C=N/NC(=O)COc2ccc(OC)cc2)cc1 ?
D2 potentiator: -2; D1 antag: -16; RXFP1 antag: -1; RXFP1 ag: 3.3%; Vif-APOBEC3G blk: -8%; Vif-APOBEC3F blk: -20%; D1 ag: 2; Glioma ERSR ind: 6%; D1 potentiator: -8

What do the screens show for `CCc1[nH]nc2c1C(c1ccc(C)o1)C(C#N)=C(N)O2` (configuration not stated)?
D2 potentiator: -8; D1 antag: -23; RXFP1 antag: 1; RXFP1 ag: -0.9%; Vif-APOBEC3G blk: -2%; Vif-APOBEC3F blk: 5%; D1 ag: 2; Glioma ERSR ind: 0%; D1 potentiator: -4

What do the screens show for `COc1ccc(NC(=O)CSc2nc3ccccc3c(=O)n2CCC(=O)NC2CCCCC2)c(OC)c1`?
D2 potentiator: 7; D1 antag: 17; RXFP1 antag: -14; RXFP1 ag: 0.4%; Vif-APOBEC3G blk: 0%; Vif-APOBEC3F blk: -7%; D1 ag: 0; Glioma ERSR ind: -2%; D1 potentiator: 0

Results for COc1ccc2c(Sc3ccc(C)cc3)c(C(=O)NCc3ccc(F)cc3)[nH]c2c1 ?
D2 potentiator: -23; D1 antag: -1; RXFP1 antag: -13; RXFP1 ag: -0.3%; Vif-APOBEC3G blk: 3%; Vif-APOBEC3F blk: -23%; D1 ag: 7; Glioma ERSR ind: -2%; D1 potentiator: -2

What do the screens show for `COc1cccc(NC(=O)C2CCC(CNS(=O)(=O)c3csc(C(N)=O)c3)CC2)c1` (configuration not stated)?
D2 potentiator: 0; D1 antag: -2; RXFP1 ag: 11%; Vif-APOBEC3G blk: 6%; Vif-APOBEC3F blk: 8%; D1 ag: 1; Glioma ERSR ind: 2%; D1 potentiator: -1

How did CS(=O)(=O)Nc1ccc2c3c(cccc13)CC2 do in these assays?
D2 potentiator: -2; D1 antag: -4; RXFP1 antag: -7; RXFP1 ag: -0.1%; Vif-APOBEC3G blk: -3%; Vif-APOBEC3F blk: -5%; D1 ag: 0; Glioma ERSR ind: -3%; D1 potentiator: 0

Results for Cc1oc(-c2ccc(C(F)(F)F)cc2)nc1CN(Cc1ccccn1)C[C@@H]1CCC(=O)N1 ?
D2 potentiator: 14; D1 antag: 12; RXFP1 antag: -4; RXFP1 ag: 0.4%; Vif-APOBEC3G blk: 0%; Vif-APOBEC3F blk: -6%; D1 ag: 1; Glioma ERSR ind: -2%; D1 potentiator: -3

How did CN(CC(=O)NCc1ccccc1Cl)S(=O)(=O)c1ccc2c(c1)c(=O)n(C)c(=O)n2C do in these assays?
D2 potentiator: -2; D1 antag: -24; RXFP1 ag: 3.1%; Vif-APOBEC3G blk: 4%; Vif-APOBEC3F blk: -10%; D1 ag: 0; Glioma ERSR ind: -2%; D1 potentiator: -4

Results for C=CCn1c(COc2ccccc2OC)nc2ccccc21 ?
D1 antag: -6; RXFP1 antag: 8; RXFP1 ag: 2.7%; Vif-APOBEC3G blk: 0%; Vif-APOBEC3F blk: 0%; D1 ag: 0; Glioma ERSR ind: 1%; D1 potentiator: -4

How did CCCS(=O)(=O)N1CCCC(C(=O)N2CCN(c3ccccn3)CC2)C1 (configuration not stated) do in these assays?
D2 potentiator: -1; D1 antag: 16; RXFP1 antag: -11; RXFP1 ag: 1.2%; Vif-APOBEC3G blk: -5%; Vif-APOBEC3F blk: -1%; D1 ag: 1; Glioma ERSR ind: -6%; D1 potentiator: -1

How did S=c1[nH]nc(-c2ccccn2)n1/N=C/c1cccs1 do in these assays?
D2 potentiator: 2; D1 antag: -14; RXFP1 antag: 2; RXFP1 ag: 4.2%; Vif-APOBEC3G blk: -3%; Vif-APOBEC3F blk: -3%; D1 ag: 7; Glioma ERSR ind: 1%; D1 potentiator: 1

What do the screens show for `Cc1cccc(Nc2ccc(NCc3ccccc3)nn2)c1`?
D1 antag: -7; RXFP1 antag: 1; RXFP1 ag: 3.2%; Vif-APOBEC3G blk: 0%; Vif-APOBEC3F blk: -12%; D1 ag: 5; Glioma ERSR ind: 6%; D1 potentiator: -2

Results for COc1ccc2c(c1)-c1nc(/N=C/c3c(O)ccc4ccccc34)sc1CC2 ?
D2 potentiator: 2; D1 antag: 9; RXFP1 antag: -4; RXFP1 ag: 2.1%; Vif-APOBEC3G blk: -5%; Vif-APOBEC3F blk: 12%; D1 ag: 2; Glioma ERSR ind: -5%; D1 potentiator: -6

How did O=C(CN1CCN(c2ccc(F)cc2)CC1)Nc1ccccc1C(=O)NCCc1ccccc1 do in these assays?
D2 potentiator: 11; D1 antag: 4; RXFP1 antag: 10; RXFP1 ag: 3.8%; Vif-APOBEC3G blk: 2%; Vif-APOBEC3F blk: -10%; D1 ag: 1; Glioma ERSR ind: 2%; D1 potentiator: 0

How did CCOc1ccc(-n2c(N)c(C(=O)NCc3ccco3)c3nc4ccccc4nc32)cc1 do in these assays?
D2 potentiator: -3; D1 antag: -6; RXFP1 antag: -8; RXFP1 ag: 3.3%; Vif-APOBEC3G blk: -16%; Vif-APOBEC3F blk: -6%; D1 ag: 3; Glioma ERSR ind: -16%; D1 potentiator: 3

What do the screens show for `Cc1ccccc1C(=O)Nc1nnc(SCc2cc(=O)n3ccccc3n2)s1`?
D2 potentiator: 1; D1 antag: -20; RXFP1 antag: 8; RXFP1 ag: 8.8%; Vif-APOBEC3G blk: 1%; Vif-APOBEC3F blk: 1%; D1 ag: 1; Glioma ERSR ind: -2%; D1 potentiator: -1

What do the screens show for `NC(=NCCc1ccc(Cl)cc1)NS(=O)(=O)c1ccccc1`?
D2 potentiator: 11; D1 antag: 5; RXFP1 antag: -6; RXFP1 ag: 3.9%; Vif-APOBEC3G blk: -1%; Vif-APOBEC3F blk: 8%; D1 ag: 3; Glioma ERSR ind: -7%; D1 potentiator: -2

How did O=C(CSc1ccccc1)NCc1ccco1 do in these assays?
D2 potentiator: 4; D1 antag: -5; RXFP1 antag: 6; RXFP1 ag: 0.5%; Vif-APOBEC3G blk: -5%; Vif-APOBEC3F blk: 1%; D1 ag: 0; Glioma ERSR ind: -1%; D1 potentiator: -7

Source: PubChem (National Center for Advancing Translational Sciences (NCATS))
